OX1R antag: OX1R (human) antagonism; 330,000 compounds, 1.8% hits; OX1R-expressing cells, FRET antagonist read-out; O43613; inhibition, % at 6.6 µM; in the data active = inhibition mostly above about 38%, no sharp cut-off; inactive = mostly below about 40%;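 also: 0% = agonist challenge alone and 100% = reference antagonist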
Target sequence (O43613 whole entry, looked up): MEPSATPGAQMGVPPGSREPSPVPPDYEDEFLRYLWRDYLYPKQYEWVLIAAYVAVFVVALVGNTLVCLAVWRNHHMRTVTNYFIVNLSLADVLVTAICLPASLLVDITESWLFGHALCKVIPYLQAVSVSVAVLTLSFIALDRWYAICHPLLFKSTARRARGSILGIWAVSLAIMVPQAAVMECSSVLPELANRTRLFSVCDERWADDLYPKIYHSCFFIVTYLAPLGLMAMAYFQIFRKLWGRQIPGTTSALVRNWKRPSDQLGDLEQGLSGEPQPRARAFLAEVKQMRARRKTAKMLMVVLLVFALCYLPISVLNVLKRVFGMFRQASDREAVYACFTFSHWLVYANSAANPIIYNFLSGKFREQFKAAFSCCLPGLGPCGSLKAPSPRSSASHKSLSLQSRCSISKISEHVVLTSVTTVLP
STK33 inh: inhibitors of human STK33 kinase | inhibition, % at 10 µM | AID 2661 | Q9BYT3 | purified STK33, MBP phosphorylation, ADP-Glo luminescence | 320,000 compounds, 0.073% hits;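 active = inhibition at or above 25%, using the most active replicate where run in duplicate; inactive = inhibition below 25%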
Target sequence (Q9BYT3 whole entry, looked up): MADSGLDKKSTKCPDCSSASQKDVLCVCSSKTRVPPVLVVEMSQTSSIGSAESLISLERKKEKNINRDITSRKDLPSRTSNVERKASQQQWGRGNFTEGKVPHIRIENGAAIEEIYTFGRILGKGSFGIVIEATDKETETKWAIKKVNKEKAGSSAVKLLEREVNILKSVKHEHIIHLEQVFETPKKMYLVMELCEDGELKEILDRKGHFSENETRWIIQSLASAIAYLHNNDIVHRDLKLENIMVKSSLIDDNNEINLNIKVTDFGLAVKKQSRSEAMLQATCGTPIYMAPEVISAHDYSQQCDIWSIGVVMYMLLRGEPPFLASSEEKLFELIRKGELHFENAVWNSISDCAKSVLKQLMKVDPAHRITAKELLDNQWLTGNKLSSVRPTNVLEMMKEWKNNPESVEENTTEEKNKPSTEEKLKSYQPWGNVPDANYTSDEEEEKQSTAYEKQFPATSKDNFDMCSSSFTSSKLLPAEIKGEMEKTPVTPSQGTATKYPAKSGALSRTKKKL
KCNQ2 inh: KCNQ2 potassium channel inhibitors, primary screen, cell-based, CHO-K1, FluxOR thallium flux, B-score (AID 2156); 20 min; stronger effect = lower value; O88943; B-score at 10 µM; 310,000 compounds, 1.1% hits;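 active = fluorescence ratio B-score at most minus 3 library SDs, with starting brightness B-score within 2 library SDs, cut at about -5.5 in these data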
* = called active by the depositor; i = inactive; . = not tested or not shown. Not a hit list, and some 2.7% of all compounds hit somewhere here.

Each structure is followed by: OX1R antag, STK33 inh, KCNQ2 inh
- CCN(CC)CCCNc1nc(-n2nc(C)cc2C)nc2sc3c(c12)CC(C)(C)OC3
    7, -1.9, i
- COc1cccc(OC)c1C(=O)O/N=C(\N)c1ccncc1
    7, -0.5, i
- CCOC(=O)/C(C#N)=C\c1ccc(OCC(=O)Nc2ccc(C)cc2C)c(OC)c1
    23, 0.2, i
- Cc1cc(NC(=O)Nc2cccs2)no1
    -12, -1.0, i
- O=C(COC(=O)c1ccc(Br)cc1)Nc1cccnc1Cl
    3, -0.6, .
- COc1ccc(NC(=O)CC2C(=O)N(C)C(=S)N2Cc2ccc3c(c2)OCO3)cc1 (stereo not given)
    13, -2.1, i
- NS(=O)(=O)c1ccc(-c2ccc(C=C3C(=O)c4ccccc4C3=O)o2)cc1
    28, -0.4, i
- COC(=O)Cc1c(C)nc2nc[nH]n2c1=O
    4, -1.0, i
- CC(C)N(C(=O)c1ccc(-c2ccccc2F)cc1)C(C)C
    20, -1.6, i
- CCn1c(-c2ccc(-c3ccccc3)cc2)c[nH]c1=S
    16, 0.1, i
- O=C(NCc1ccc2c(c1)OCO2)c1nnc(Cc2ccc(F)cc2)o1
    10, -0.1, i
- CCN(CC)C(=O)CSc1nc2ncc(Br)cc2[nH]1
    32, 0.2, i
- COc1ccc(CNC(=O)COC(=O)c2cc(-c3ccc(Cl)s3)nc3ccccc23)cc1
    19, -0.1, i
- CCOc1ccc(N2CC(C(=O)OC)CC2=O)cc1 (stereo not given)
    12, -2.2, i
- Cc1c(NC(=O)C(C)OC(=O)C(NC(=O)c2ccco2)C(C)C)c(=O)n(-c2ccccc2)n1C (stereo not given)
    6, -0.3, i
- CC(C)[C@H](NC(=O)c1ccccc1Br)C(=O)OCc1nc2ccsc2c(=O)[nH]1
    16, -1.2, i
- Cc1cc(S(=O)(=O)N2CCC3(CC2)OCCN3S(=O)(=O)c2cccs2)ccc1F
    16, 1.1, i
- COc1ccc(C(NC(C)=O)c2cc(Cl)c3cccnc3c2O)cc1 (stereo not given)
    9, -1.2, i
- CC1CN(CC(O)COC(c2ccc(Cl)cc2)c2ccc(Cl)cc2)CC(C)O1 (stereo not given)
    13, -1.2, i
- O=C(O)COc1ccc(/C=C/C(=O)c2ccc3ccccc3c2)cc1
    2, 0.2, i
- Cc1ccc(OCc2n[nH]c(=S)n2-c2ccc(Cl)cc2)cc1
    9, -1.1, i
- Cc1ccc(S(=O)(=O)NC2CCOC(C)(C)C2)cc1 (stereo not given)
    14, -2.4, i
- O=C(CNC(=O)N1CC(=O)Nc2ccccc21)Nc1cccc(F)c1
    13, -3.1, i
- COCc1cc(C)nc2oc(C(=O)c3ccccc3)c(N)c12
    32, -0.2, i
- NC(=O)C1CCN(C(=O)c2cc(S(=O)(=O)N3CCOCC3)ccc2Cl)CC1
    10, -0.8, i
- CCn1ncc(CNC(=O)CCCSc2nc(-c3ccco3)cc(C(F)(F)F)n2)c1C
    17, 1.3, i
- COc1cccc(CNn2cnnc2)c1OCc1ccccc1F
    2, -1.1, i
- CCCCNc1nc(-c2ccccc2)nc(-n2ccnc2)n1
    32, -3.9, i
- Cc1ccc(NS(=O)(=O)c2ccc(C(=O)NCC(c3ccco3)N3CCCCC3)cc2)cc1 (stereo not given)
    7, -0.1, i
- CCc1cccc(NC(=O)C2CCCN2S(=O)(=O)c2ccc3c(c2)n(C)c(=O)c(=O)n3C)c1 (stereo not given)
    9, 0.6, i
- c1csc(-c2noc(CN3CCOCC3)n2)c1
    4, 5.1, i
- Cc1ccc(N(CC(=O)NCc2ccco2)S(=O)(=O)c2ccccc2)cc1
    11, -0.1, i
- Cc1ccc(S(=O)(=O)Nc2ccccc2CNc2c(C)n(C)n(-c3ccccc3)c2=O)cc1
    -1, -0.5, i
- COc1ccc(C(=O)c2oc3nc(C)cc(C)c3c2N)cc1
    15, -0.4, i
- CCC1=C(OC(=O)N(CC)CC)N2C(=O)OC(=NCC3CC3)[C@]2(C)[C@H]2C1=CC[C@H]1C(=O)N(CC(=O)OC)C(=O)[C@H]12
    7, 0.4, .
- O=C(CN1C(=O)C2CC=CCC2C1=O)Nc1nc2ccccc2s1 (stereo not given)
    14, 0.8, i
- O=C(C1=C[C@@H](C2CC2)C[C@@H](OCc2ccc(CO)cc2)O1)N1CCOCC1
    4, 0.4, i
- O=C(O)CCCCCn1c(SCC(=O)c2ccc(O)c(O)c2)nc2ccsc2c1=O
    6, -0.8, i
- Cc1cccnc1NC(=O)c1cc2ccccc2oc1=O
    14, -0.4, i
- COc1ccc(CC(=O)OC(C)C(=O)NCc2ccc3c(c2)OCO3)cc1OC (stereo not given)
    10, -0.8, i
- O=C(CN1C(=O)NC(Cc2c[nH]c3ccccc23)C1=O)NCC(F)(F)F (stereo not given)
    -2, -0.7, i
- CCOC(=O)c1nc(NCc2ccccc2C)c2ccccc2n1
    9, 0.1, i
- CSc1ccccc1OCc1cc(C(=O)NCc2cnc(C)cn2)no1
    9, -2.8, i
- COc1ccc(OC)c(NC(=O)C(CC(=O)O)Cc2ccc(Cl)cc2)c1 (stereo not given)
    15, -0.5, i
- Cc1cccc(N2C(=O)CSC23CCCCC3)c1
    27, 0.2, i
- CCOC(=O)c1ncn2c1[C@@H]1CCNC1C(=O)c1cc(OC)ccc1-2 (stereo not given in full)
    14, -0.4, .
- Cc1cccc(-c2nc3c(c(=O)c4ccccc4n3C)c(=O)n2-c2ccccc2)c1
    13, -1.1, i
- COc1ccc(C(=O)CSc2nnc(-c3cccnc3)n2Cc2ccco2)cc1
    24, -0.3, i
- COc1n[nH]c(C(=O)NCc2ccccc2)c1[N+](=O)[O-]
    15, -0.5, i
- Nc1cccnc1S(=O)(=O)c1cccc(C(F)(F)F)c1
    10, -1.4, i
- COC(=O)c1cccc(C(=O)N2CCCC(Nc3ccc(C)c(C)c3)C2)c1 (stereo not given)
    62, -2.1, i
- CCOC(=O)c1sc(Nc2cccc(C)c2C)nc1C
    12, -1.0, i
- CCOC(=O)N1CCN(c2c(NCCCN3CCCC(C)C3)c(=O)c2=O)CC1 (stereo not given)
    8, 0.3, i
- O=C(c1ccc(F)cc1)N1CCOC(c2nc(-c3ccc(F)cc3)no2)C1 (stereo not given)
    22, -0.6, .
- Oc1cccc2cnccc12
    31, 7.8, i
- O=c1ccn(-c2cccc(C(F)(F)F)c2)nc1-c1ccn(-c2cccc(Cl)c2)n1
    18, 0.3, i
- CN1CCc2ccccc2C1Cc1ccccc1NC(=O)c1sc2ccccc2c1Cl (stereo not given)
    13, -0.4, -6.6*
- COc1ccccc1CN1CC(C(=O)N(C)Cc2nc(C)cs2)CCC1=O (stereo not given)
    6, ., i
- CC(=O)c1c(C)[nH]c(=S)c(C#N)c1-c1ccc(Cl)cc1
    6, -3.5, i
- COCC(=O)N(Cc1cc2ccc(C)cc2[nH]c1=O)c1ccccc1C
    14, -0.1, i

Sorted by SMILES length (smallest number first): some entries from above
Each structure is followed by: OX1R antag, STK33 inh, KCNQ2 inh
- CCOC(=O)c1sc(Nc2cccc(C)c2C)nc1C
    12, -1.0, i
- COCC(=O)N(Cc1cc2ccc(C)cc2[nH]c1=O)c1ccccc1C
    14, -0.1, i
- COc1ccc(C(=O)CSc2nnc(-c3cccnc3)n2Cc2ccco2)cc1
    24, -0.3, i
- CCOC(=O)N1CCN(c2c(NCCCN3CCCC(C)C3)c(=O)c2=O)CC1 (stereo not given)
    8, 0.3, i
- Cc1cccc(-c2nc3c(c(=O)c4ccccc4n3C)c(=O)n2-c2ccccc2)c1
    13, -1.1, i
- O=c1ccn(-c2cccc(C(F)(F)F)c2)nc1-c1ccn(-c2cccc(Cl)c2)n1
    18, 0.3, i

Later entries:
Each structure is followed by: OX1R antag, STK33 inh, KCNQ2 inh
- O=C1CCC(C(=O)N(CCO)Cc2ccccc2)CN1CCCN1CCOCC1 (stereo not given)
    6, -1.1, i
- Cc1ccc2c(c1)[C@@H]1CN(C)CC[C@@H]1N2S(=O)(=O)c1ccc(F)cc1
    2, 0.4, i
- Cc1cccc(NC(=O)CN2CCSc3ccccc32)c1
    22, -1.2, i
- COc1ccc(N2CC(NC(=O)N3CCc4ccccc43)CC2=O)cc1OC (stereo not given)
    10, -1.7, i
- COC(=O)c1cc(Br)c(=O)n(-c2cccc(F)c2)c1
    7, -2.3, i
- O=S(=O)(NCCN1CCCC1)c1ccc(Cl)cc1
    -7, 1.7, i
- CN(C)S(=O)(=O)c1cccc(C(=O)Nc2ccc3c(c2)CCC3)c1
    10, -1.0, i
- COc1ccc(NC(=O)CCc2c(C)nc3nc(C)nn3c2C)cc1
    7, -0.9, i
- Cc1cc(C)nc(N/N=C/C2=C(N3CCOCC3)C(=C\c3ccc(Cl)cc3)/CC2)n1
    3, -0.1, i
- Cc1nc(CNS(=O)(=O)c2ccccc2F)cs1
    11, -1.2, i
- Cc1cc(C=C2C(=O)c3ccccc3C2=O)c(C)n1C
    92*, 13, i
- Cc1ccc(N(CC(O)Cn2nc(C)cc2C)S(=O)(=O)c2ccc3ccccc3c2)cc1 (stereo not given)
    16, -1.0, i
- Cc1ccc(C(=O)Nc2cc3[nH]c(=O)oc3cc2C)cc1
    -1, -0.1, i
- CCOc1ccccc1OCCCC(=O)Nc1cccc(S(=O)(=O)N2CCOCC2)c1
    3, -0.4, .
- CC(=O)Nc1ccc(NS(=O)(=O)c2ccc3[nH]c(=O)[nH]c3c2)cc1
    11, 1.8, i
- O=C(NNc1ccccc1[N+](=O)[O-])Nc1cccc(Cl)c1
    5, 1.0, i
- CC(=O)c1c(C)[nH]c(C(=O)N(C)CC(=O)Nc2ccc(Cl)c(C(F)(F)F)c2)c1C
    4, -1.1, i
- Cc1ccc(-c2nc3ccccc3[nH]2)cc1NC(=O)c1sc2cc(Cl)ccc2c1Cl
    77*, -0.7, i
- CCC(Sc1nc(-c2ccccc2)c(C#N)c(=O)[nH]1)C(=O)Nc1nnc(C)s1 (stereo not given)
    0, -1.1, i
- COCCN1C(=O)c2ccc(C(=O)NCc3ccco3)cc2C1=O
    33, -3.3, i
- CC(=O)c1ccc(-c2ccc(C(=O)NC3CC(C)(C)NC(C)(C)C3)o2)cc1
    50, 1.9, i
- CCOC(=O)c1noc(C)c1C(=O)Nc1cccc(F)c1
    25, -1.2, i
- COc1ccc(/C=N\NC(=O)c2sccc2C)cc1Cn1nc(C)cc1C
    18, -0.3, i
- O=C(CN1CCOCC1)N/N=C/C=C/c1ccccc1
    32, 0.0, i
- O=C(O)c1cccc(N=NN2CCOCC2)c1
    4, 0.4, i
- COC(=O)c1ccc(Cn2nc(C)c(Br)c2C)cc1
    44, -0.1, i
- CCOc1ccccc1N(CC(=O)N(C)Cc1ccccc1)S(=O)(=O)c1ccccc1
    47, -1.4, i
- CCC1(CC)NC(=O)N(CC(=O)OCC(=O)NC(=O)c2ccccc2)C1=O
    10, -1.9, i
- Nc1nc(=S)[nH]c2c1C1(CCCC1)Cc1ccccc1-2
    5, -0.1, i
- O=C1N/C(=N/N=C/c2ccccc2)SC1(c1ccccc1)c1ccccc1
    7, -1.6, i
- COc1ccccc1N(C)S(=O)(=O)c1ccc(C(=O)OCC(=O)N2CCCCCC2)cc1
    4, -1.1, i
- CN(C)/C=C(\C=O)c1c(Cl)cccc1Cl
    7, -0.2, i
- O=C(NCCc1ccccc1)Nc1ccc2c(c1)OCO2
    9, -0.2, i
- COc1ccc2c(c1OC)C(=O)OC2N1C(=O)CC[C@H]1C(=O)Nc1ccc(F)cc1F (stereo not given in full)
    6, -2.8, i
- O=C1CCc2cc(S(=O)(=O)NC(Cc3ccccc3)C(=O)N3CCN(c4ccccn4)CC3)ccc2N1 (stereo not given)
    13, 0.0, i
- Cc1nc2ccccc2c(=O)n1NC(=O)C1CC1C (stereo not given)
    8, -0.8, i
- CCN(CC)S(=O)(=O)c1ccc(OC)c(NC(=O)c2ccc3c(c2)OCO3)c1
    3, -1.1, i
- Cc1cc[n+](Cc2ccccc2)c(N)c1
    17, 12, i
- O=S(=O)(c1ccc(Br)s1)N1CCCCC1
    13, -0.5, i
- CCC(NC(=O)COc1cc2c(c3oc(=O)c(C)c(C)c13)CCC(C)(C)O2)C(=O)O (stereo not given)
    -1, 1.7, i
- Cc1cc(-c2ccccc2)nc(N(C)NC(=O)c2c(F)cccc2F)c1S(C)(=O)=O
    8, 0.0, i
- O=C(OCCOc1ccc(Br)cc1)c1ccc(Cl)nc1
    18, 0.7, i
- Cc1cc(C)n(-c2cc(C(C)(C)C)nc3c(-c4ccccc4)cnn23)n1
    6, -0.2, i
- CC(C)CN(C(=O)CN1CCN(c2ccccc2F)CC1)c1c(N)n(CC(C)C)c(=O)[nH]c1=O
    -4, -1.1, i
- Cc1c(C(=O)NCC(c2ccco2)N2CCCC2)oc2ccc(Cl)cc12 (stereo not given)
    11, -0.3, i
- CCn1cc(C(=O)N2CCCCC2)c(=O)c2cc(S(=O)(=O)N3CCC(C)CC3)ccc21
    9, 6.4, i
- CC(C)(C)NS(=O)(=O)c1ccc(Oc2ncc(C(F)(F)F)cc2Cl)cc1
    17, 1.7, i
- O=[N+]([O-])c1ccc2c(c1)nc1n2CCN(c2ccccc2)C1
    17, -0.8, i
- O=C(CSc1nc2ccccc2[nH]1)N=Nc1c(O)[nH]c2ccccc12
    28, 0.7, i
- C/C(=N\NC(=O)CC1N=C(Cc2ccccc2)NNC1=O)c1ccc(Cl)cc1Cl (stereo not given)
    13, -0.9, i

High-throughput results: PubChem, several laboratories
